Assay outcomes from PubChem BioAssay.
KCNH2 3.1 block = KCNH2 3.1 (human) potassium channel inhibition; U2OS KCNH2 3.1, thallium flux FluxOr; stronger effect = lower value; activity change, % (tested at about 1.8 µM); 340,000 compounds, 0.95% hits; AID 720553;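 active means maximum activity change below -70%; inconclusive means maximum activity change from -70% to -50%; inactive means maximum activity change above -50%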;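 further: thallium influx rate constant from kinetic fluorescence after stimulation buffer; on the % scale 0 is the no-effect control and ±100 the full control effect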
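Kinetic fluorescence (2 min after stimulation buffer) measures Tl+ influx through KCNH2 3.1 expressed by viral transduction in U2OS cells; the rate constant is normalized against DMSO controls serving as positive and negative references.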
Rab9 promoter act = activators of Rab9 promoter. Huh7 Rab9 promoter-luciferase reporter, luminescence, 24 h. Potency, µM (series often up to 9.22 µM), inactives show at the top dose activation, negative = inhibition, actives largely listed as activators. 320,000 compounds, 2.8% hits. AID 485297; further: potency means the concentration at half of the fitted maximal effect; % of control where 0% means no effect; nearly all actives have a fitted effect of over 60% in size
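Huh7 cells stably carrying a Rab9 promoter-luciferase reporter, 1500 cells per well in OP-MEM I with 10% FBS, treated with compound 24 hours at 37C. Luciferase activity read by luminescence after 10 minutes with Amplite reagent.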
NPC1 promoter act = activators of NPC1 promoter. Huh7 NPC1 promoter luciferase reporter, 24 h. Potency, µM (highest dose often 9.22 µM), for the others: top-dose activation, hits mostly activators. 320,000 compounds, 2.4% hits. AID 485313;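 further: potency means the concentration at half of the fitted maximal effect; % of control where 0% means no effect; nearly all actives have a fitted effect of over 60% in size; reporter is driven by a mutant NPC1 promoter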
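Readout is luciferase luminescence, reflecting NPC1 promoter activation in stably transfected Huh7 cells after 24 h compound exposure at 37 °C in reduced-serum medium with 10% FBS.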
ELG1 genotoxic = genotoxicity induction in ELG1-luciferase HEK293T cells. 330,000 compounds, 1.3% hits. Potency, µM (series often up to 46 µM), for the others: at the top dose activity change, positive = activation, most hits filed as activators. HEK293T ELG1-luciferase reporter, luminescence, 16 h; further: potency means the concentration at half of the fitted maximal effect; % of control where 0% means no effect; nearly all actives have a fitted effect of over 60% in size
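HEK293T cells expressing luciferase-tagged ELG1 were treated with compound or DMSO for 16 hr at 37°C. Luciferase activity was then read after 30 min with ONE-Glo at room temperature; rising signal flags genetic stress.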
Giardia kill = kills Giardia lamblia | activity change, % at 7.66 µM, hits read low | Giardia lamblia trophozoite viability | 340,000 compounds, 0.15% hits; in the data active means activity change below about -80%; inconclusive means between about -30% and that limit;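 further: parasites exposed to compound for two days anaerobically before the ATP read; on the % scale 0 is the no-effect control and ±100 the full control effect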
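Giardia trophozoites, 100 cells per well, were exposed to compounds for 48 hrs at 37 deg C under anaerobic conditions; viability was then read as ATP content by bioluminescence after 15-30 min at room temperature.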
Coupling enz = coupling enzyme interference in Giardia aldolase counter-screen; AID 2472; 290,000 compounds, 0.67% hits; coupling enzyme system counterscreen, AmpLite Red fluorescence; activity change, negative = inhibition, % at 58.2 µM, hits read low; in the data active means activity change below about -30%; further: on the % scale 0 is the no-effect control and ±100 the full control effect
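Counterscreen of the coupled detection system alone, without aldolase: glyceraldehyde-3-phosphate coupling enzymes plus AmpLite Red readout. Compounds at 57.5 uM final, 10 min RT preincubation, 20 min RT reaction, fluorescence 525/598 nm.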
Gal4-VP16 FLuc = inhibits Gal4-VP16 luciferase reporter, ROR gamma counter-screen; Potency, µM (doses to about 53.6 µM), without a hit: at the highest dose activity, negative = inhibition, usual class: inhibitors; AID 2546; Drosophila S2 Gal4-VP16 UAS-luciferase, luminescence, 20 h; 310,000 compounds, 3.5% hits;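 further: Gal4-VP16 expression switched on by copper sulfate through the metallothionein promoter; potency means the concentration at half of the fitted maximal effect; on the % scale 0 is the no-effect control and ±100 the full control effect; nearly all actives have a fitted effect of over 50% in size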
FLuc modulator = firefly luciferase modulation, counter-screen for miR-21 project. 360,000 compounds, 6.9% hits. P08659. purified FLuc, Km substrates, luminescence inhibition. Potency, µM (doses to about 57.5 µM), inactives show at the top dose activity change, negative = inhibition, usual class: inhibitors;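 further: potency means the concentration at half of the fitted maximal effect; plate controls were vehicle for no effect and reference inhibitor for full effect; nearly all actives have a fitted effect of over 55% in size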
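Purified P. pyralis luciferase, 10 nM final, with Km-level 10 uM D-luciferin and 10 uM ATP in 50 mM Tris acetate pH 7.5, 10 mM Mg acetate, 0.01% Tween-20, 0.05% BSA; 6-point qHTS titration about 60 µM downward; luminescence read.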
RORg inh = blocks mouse ROR gamma transcriptional activity | P51450 | Drosophila S2 Gal4-RORgamma UAS-luciferase reporter, 20 h | Potency, µM (top dose mostly 53.6 µM), for inactives: top-dose activity change, negative = inhibition, most hits filed as inhibitors | 310,000 compounds, 5.4% hits; further: potency means the concentration at half of the fitted maximal effect; on the % scale 0 is the no-effect control and ±100 the full control effect; nearly all actives have a fitted effect of over 60% in size
Target sequence (P51450 whole entry, looked up, the tested form may be a part): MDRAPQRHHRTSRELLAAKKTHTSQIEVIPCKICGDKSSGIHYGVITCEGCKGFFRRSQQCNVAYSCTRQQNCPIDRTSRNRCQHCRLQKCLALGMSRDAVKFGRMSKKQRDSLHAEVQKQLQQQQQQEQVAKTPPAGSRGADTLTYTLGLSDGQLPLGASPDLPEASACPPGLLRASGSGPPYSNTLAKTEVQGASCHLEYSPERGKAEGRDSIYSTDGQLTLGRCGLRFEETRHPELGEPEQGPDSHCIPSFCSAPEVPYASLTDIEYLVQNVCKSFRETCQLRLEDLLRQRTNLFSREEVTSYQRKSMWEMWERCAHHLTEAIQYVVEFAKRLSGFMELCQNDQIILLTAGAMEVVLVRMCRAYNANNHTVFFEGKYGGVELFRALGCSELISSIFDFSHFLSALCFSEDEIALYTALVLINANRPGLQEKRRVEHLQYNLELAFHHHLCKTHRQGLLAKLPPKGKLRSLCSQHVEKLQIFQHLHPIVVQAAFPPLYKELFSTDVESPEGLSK
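Drosophila S2 cells stably expressing Gal4-DBD/mouse RORγ fusion under metallothionein promoter plus UAS-luciferase; compound 1 h, then 700 uM CuSO4 induction for 20 h at ambient temperature; inhibition read as reduced luminescence.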
uPA generation = blocks generation of uPA at the cell surface | Potency, µM (doses to about 38.3 µM), for the others: at the top dose activity change, negative = inhibition, actives largely listed as inhibitors | AID 540303 | 330,000 compounds, 0.31% hits | cell surface uPA generation assay, qHTS; active means well fitted inhibition curve with a large enough effect; inconclusive means small, poorly fitted or top-dose-only effect; inactive means no such curve, though single readings can be large or run the other way; tested in mouse RAW 264.7 cells; further: potency means the concentration at half of the fitted maximal effect; on the % scale 0 is the no-effect control and ±100 the full control effect; nearly all actives have a fitted effect of over 55% in size
Tb PFK inh = T. brucei PFK enzyme inhibition; T. brucei PFK, ADP-Glo luminescence; Potency, µM (titrated, usually from 57.5 µM), inactives show at the highest dose activity, negative = inhibition, actives largely listed as inhibitors; 330,000 compounds, 0.17% hits; AID 485367;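 further: potency means the concentration at half of the fitted maximal effect; 0% = uninhibited 1x PFK enzyme wells and -100% = no-enzyme wells; nearly all actives have a fitted effect of over 60% in size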
Target sequence (O15648 whole entry, looked up): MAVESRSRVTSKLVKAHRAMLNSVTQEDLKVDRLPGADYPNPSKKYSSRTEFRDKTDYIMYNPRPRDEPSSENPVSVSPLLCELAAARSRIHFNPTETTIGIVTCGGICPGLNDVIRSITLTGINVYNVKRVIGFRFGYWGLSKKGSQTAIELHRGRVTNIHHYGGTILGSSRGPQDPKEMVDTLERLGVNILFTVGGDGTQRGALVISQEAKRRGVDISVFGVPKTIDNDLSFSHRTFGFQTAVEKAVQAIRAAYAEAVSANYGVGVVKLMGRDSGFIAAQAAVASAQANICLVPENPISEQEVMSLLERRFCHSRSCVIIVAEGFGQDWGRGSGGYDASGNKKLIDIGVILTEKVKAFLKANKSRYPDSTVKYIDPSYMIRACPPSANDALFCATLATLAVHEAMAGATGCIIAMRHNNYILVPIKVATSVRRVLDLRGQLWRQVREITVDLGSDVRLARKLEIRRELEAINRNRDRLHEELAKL
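1.25 nM PFK with 0.5 mM F6P and 0.1 mM ATP in 0.1 M TEA pH 8.0, 5 mM MgCl2, incubated 45 min at room temperature; ADP measured by ADP-Glo luminescence; compounds titrated up to 57 uM.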
Numbers without * were called inactive; ? = inconclusive; · = not tested or not shown; [ ] = another dose, or the depositor's remark. Unless noted, the call rests on the fitted dose curve; in most records, active means well fitted curve in the direction sought with a large enough effect; inconclusive means small, poorly fitted or top-dose-only effect, or another doubt; inactive means no such curve, though single readings can be large; an effect the other way counts as inactive or inconclusive. No enrichment for hits. Share with any hit: about 14%.

SMILES | KCNH2 3.1 block | Rab9 promoter act | NPC1 promoter act | ELG1 genotoxic | Giardia kill | Coupling enz | Gal4-VP16 FLuc | FLuc modulator | RORg inh | uPA generation | Tb PFK inh
CC(=O)N(Cc1cccs1)Cc1cc2cc(C)c(C)cc2nc1Cl | 10.5 | -0.5% | -0.4% | -0.8% | -13.9 | 6.6 | -1.7% | -18.5% | 1.9% | -4.6% | 1.5%
Cc1ccc(S(=O)(=O)n2ccc(-c3cccc(OCc4c(F)cccc4Cl)c3)n2)cc1 | -2.5 | 2.9% | 0.4% | 1.0% | 1.4 | -1.3 | -0.9% | 2.4% | -1.5% | 2.7% | 2.3%
O=C(CN(C(=O)CCC(=O)Nc1ccccn1)C1CCCC1)NCc1ccc(F)cc1 | -10.4 | 7.8% | 1.9% | -4.9% | 2.6 | -2.9 | 6.1% | 0.6% | 14.8% | 4.9% | 2.8%
COC(=O)C1C(O)=C(C(C)=N)C(=O)CC1(C)C (centres undefined) | -13.2 | 4.3% | -2.9% | -1.9% | -10.6 | 0.4 | -3.9% | 5.3% | -17.9% | 3.6% | -0.4%
Cc1cccc(OCc2nnc3n2CCCCC3)c1 | 7.5 | -9.7% | 0.5% | 4.5% | 4.6 | 4.3 | 9.1% | 0.2% | 23.1% | 0.1% | -6.1%
Cc1cc([N+](=O)[O-])cc2c1-c1ncccc1C2=Nc1ccccc1 | -8.5 | -2.1% | -2.8% | 1.9% | -18.3 | -0.5 | -10.9% | 4.4% | 9.6% | 3.0% | -0.6%
COCC(C)Nc1nc(C)c(C(C)=O)s1 (centres undefined) | 3.8 | -6.0% | 1.2% | 2.3% | 5.8 | -1.5 | 0.8% | -0.2% | 4.4% | · | -2.0%
CN(Cc1c(C(=O)N/N=C/c2ccc(O)cc2)nnn1-c1nonc1N)C1CCCCC1 | -8.5 | 0.3% | -1.0% | 8.0% | -13.0 | -0.7 | ? | 3.0% | -19.3% | 0.0% | 0.4%
CCOC(=O)C1CCN(C(=O)CCc2nnc3ccc(NCc4ccco4)nn23)CC1 | -8.8 | -0.6% | -5.6% | 9.3% | 10.7 | · | -4.3% | -1.6% | -8.6% | -49.7% | -2.3%
COc1ccccc1NC(=O)NC1(C)CCS(=O)(=O)C1 (centres undefined) | 2.1 | 1.6% | -4.3% | 2.6% | 8.3 | -0.2 | 7.4% | -1.5% | -5.4% | 0.9% | 1.6%
COc1ccc(OC(=O)/C=C/c2ccc([N+](=O)[O-])cc2)cc1 | -5.1 | -9.6%[1.84 µM] | 1.7% | -1.1% | -15.2 | 4.3 | 8.91µM* | 7.0% | ? | -8.5% | -3.7%
Cc1ccc2[nH]c(C(=O)NN=C3CCCCC3)c(-c3ccccc3)c2c1 | -0.4 | 0.7% | -2.9% | -2.2% | 27.6 | -1.2 | 10µM* | 6.0% | 5.01µM* | -6.9% | -4.4%
O=C(Nc1cccc(S(=O)(=O)N2CCCCCC2)c1)c1cc(=O)c2ccccc2o1 | 3.1 | -11.7% | -11.4% | -19.6% | 5.0 | -2.9 | -16.0% | -2.9% | -2.1% | -19.1% | 18.8%
COc1ccc(CCN(C)C(=O)c2cc(S(=O)(=O)NCc3ccccc3)ccc2C)cc1OC | 8.7 | -10.2% | 0.4% | -8.4% | 10.7 | · | · | 8.5% | · | -9.4% | -2.3%
COc1ccc(S(=O)(=O)Nc2ccc(NC(C)=O)cc2)cc1Br | -4.7 | -6.5% | -2.1% | -2.3% | -0.7 | 5.5 | -2.1% | -2.1% | 0.5% | 3.8% | 3.2%
O=C1CC(Nc2ccc(N3CCOCC3)cc2)C(=O)N1c1ccccc1F (centres undefined) | 1.4 | -2.2% | -2.9% | 3.7% | -7.7 | -1.9 | -7.0% | -2.8% | ? | -14.0% | -3.9%
CC(=O)C1=C(O)C(=O)N(c2ccc(Br)cn2)C1c1ccccc1F (centres undefined) | -25.6 | 2.4% | 1.5% | 0.2% | 1.2 | 1.9 | -8.3% | -0.5% | 7.0% | -5.1% | -2.9%
CCc1cc2cc(C)ccc2nc1SCC(=O)N1CCN(C(=O)c2ccco2)CC1 | -3.4 | 4.3% | -1.7% | -12.5% | -8.3 | 5.3 | -2.2% | 0.7% | 39.8% | 5.2% | 0.3%
CCOc1ccc(Nc2cc3n(c(=O)n2)CCc2cc(OC)c(OC)cc2-3)cc1 | 4.0 | -1.0%[1.84 µM] | -5.3% | ? | 3.7 | 0.5 | -1.8% | 13.5µM* | 3.9% | -7.3% | 12.3%
O=C(Nc1ccc(Cl)cc1)N(Cc1cccnc1)Cc1ccco1 | -10.2 | 1.7% | -2.2% | 1.5% | -15.7 | 0.0 | 22.7% | -10.2% | -4.6% | -3.8% | -12.0%
Fc1cccc(-c2nnn3c2nc(Cl)c2ccccc23)c1 | -15.8 | -0.9% | -3.9% | 24.0% | 3.2 | -1.0 | -2.8% | 1.69µM* | 0.8% | -6.4% | -5.1%
Cn1c(C(=O)N2CCN(Cc3ccc4c(c3)OCO4)CC2)cc2sccc21 | 9.2 | -3.4% | -0.5% | -3.5% | 9.5 | 0.1 | 6.8% | -1.4% | 16.0% | · | -0.3%
CCCCNC(=O)CN(c1cc(C(F)(F)F)ccc1Cl)S(C)(=O)=O | -12.0 | 5.2% | 1.4% | 0.7% | -1.1 | -0.7 | -4.0% | 5.1% | -6.5% | 4.9% | -6.1%
COc1ccc(Oc2cc(NN3CCCCC3)c([N+](=O)[O-])cc2[N+](=O)[O-])cc1OC | 0.3 | 1.6% | 4.3% | -4.1% | -5.1 | 5.6 | -18.2% | 1.3% | ? | -3.9% | -1.8%
COc1ccc(-c2csc3nc(C)nc(N4CCN(C(C)=O)CC4)c23)cc1OC | 1.3 | -9.8% | -3.1% | 2.3% | -22.0 | 7.5 | -7.1% | -14.1% | -8.9% | 0.6% | -4.0%
O=C(CCNC(=O)c1ccc([N+](=O)[O-])cc1)Nc1ccc(S(=O)(=O)N2CCOCC2)cc1 | -4.1 | -5.6% | -0.8% | 0.2% | -1.7 | · | · | -1.5% | · | 7.8% | 0.0%
CC(C)(O)C#Cc1ccc(C(=O)N2CCCC2C(=O)O)s1 (centres undefined) | -4.0 | -2.2% | -2.1% | -1.5% | 0.0 | 1.7 | 2.0% | -0.4% | 0.3% | 4.9% | 6.8%
COc1ccc(NC2CCCN(C(=O)CCc3cccc(Cl)c3)C2)cc1 (centres undefined) | -2.0 | -6.2% | -1.8% | -3.4% | 26.8 | 2.1 | -10.0% | 2.5% | 10.0% | ? | 0.0%
CCOC(=O)c1sc2nc(CC(C)C)c3c(c2c1N)CCC3 | -23.5 | -2.4% | -6.4% | 4.6% | 23.9 | -1.8 | ? | 1.8% | 14.6% | 1.4% | 1.0%
O=S(=O)(Nc1ccc2c(c1)CCC2)c1cccs1 | -2.3 | -2.8% | -3.8% | -2.7% | -20.0 | -6.6 | 7.8% | 2.2% | 25.6% | · | 1.1%
CC(c1ccco1)N(C(=O)c1ccccc1NS(=O)(=O)c1cc([N+](=O)[O-])ccc1Cl)c1ccccn1 (centres undefined) | -0.9 | -3.9% | -1.8% | -4.4% | 12.0 | 3.8 | -16.0% | -0.9% | 19.7% | 0.0% | -3.7%
COc1ccc2[nH]c(=O)c(CN(CC3CCCO3)C(=O)Nc3ccccc3)cc2c1 (centres undefined) | 8.1 | 2.2% | -7.4% | -10.0% | 9.5 | 9.6 | ? | 7.9% | 22.3% | 1.4% | 0.9%
O=S(=O)(O)c1nc2ccccc2n1Cc1ccc(Cl)cc1Cl | 1.4 | -2.8% | -1.6% | -5.4% | -4.4 | 8.3 | -8.9% | 2.4% | -15.9% | 3.4% | 1.9%
Cc1ccc(S(=O)(=O)Nc2ccc(Cl)cc2)cc1NC(=O)Cn1cnc2c1c(=O)n(C)c(=O)n2C | 3.3 | -4.6% | 7.6% | -0.2% | -29.4 | 5.0 | 0.4% | 4.9% | 29.0% | 2.8% | 12.4%
CC(=O)NNC(=O)CN1C(=O)/C(=C/c2ccccc2)SC1=S | 8.6 | 4.1% | 19.9% | 0.0% | -11.4 | 2.1 | ? | ? | ? | -0.7% | 15.2%
O=C(COc1ccccc1)NCc1nnc2c3ccccc3c(-c3ccccc3)nn12 | -8.5 | 8.8% | -2.1% | -0.4% | -11.2 | 5.6 | 4.2% | 1.9% | -16.3% | -8.9% | 9.4%
Cn1c2ccccc2c2cc(/C=C(\NC(=O)c3ccccc3)C(=O)NCC(=O)O)ccc21 | 2.3 | 0.3% | 1.2% | -0.4% | -3.3 | 2.9 | -12.5% | -20.8% | 1.5% | 8.4% | 13.0%
O=C(NCCN1CCN(c2ccccc2)CC1)Nc1cccc(Cl)c1 | -45.6 | 3.1% | 1.1% | -9.3% | 9.1 | 0.1 | 3.9% | 1.4% | -20.2%[1.91 µM] | -1.5% | 0.6%
O=C(NC1CCCCC1)c1ccccc1NC(=O)C1CC1 | -8.4 | -1.7% | -3.2% | 1.3% | -1.9 | 1.8 | 3.3% | 3.3% | -1.5% | · | 6.3%
